Compound activity: PubChem BioAssay, Broad Institute
DENV2 CPE rescue = DENV2-induced cell death inhibition; CPE inhibition, % at 9.99 µM; DENV2-infected cells, cytopathic effect rescue, plate reader; 350,000 tested, 1.7% active; AID 651640; in the data active = CPE inhibition above about 20%, passing the limit was not always enough; inconclusive = no clear call, values can overlap the other calls; tested in BHK-21 cells;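 also: 0% = median of neutral control wells and 100% = median of positive control wells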
S100A4 inh HTS = S100A4-myosin IIA interaction inhibition. AID 652163. inhibition, % at 10.7 µM. S100A4/TAMRA-MyoIIA peptide fluorescence polarization. 360,000 tested, 0.14% active. P26447;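 active = mean inhibition of at least 70% across replicates, with every replicate also reaching that level; inconclusive = mean inhibition reaches 70% but some replicates fall short; inactive = mean inhibition below 70%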
Target sequence (P26447 whole entry, looked up): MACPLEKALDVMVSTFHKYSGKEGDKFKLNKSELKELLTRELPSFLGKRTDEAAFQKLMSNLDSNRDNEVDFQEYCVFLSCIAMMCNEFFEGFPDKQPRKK
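Test system – S100A4 monomer (human) · Compound – single-point compound testing · Schedule – 5 min incubation before reading · Probe or stimulus – TAMRA-labelled myosin IIA heavy-chain peptide probe, 5 nM · Benchmarks – neutral control DMSO, positive control TFP · Medium – Calcium-containing HEPES buffer, pH 7.2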
PglD DTNB = inhibitors of Campylobacter jejuni PglD acetyltransferase. purified PglD enzyme, DTNB colorimetric CoA detection. AID 602405. 360,000 tested, 0.098% active. inhibition, % at 12.5 µM; in the data active = inhibition above about 16%, passing the limit was not always enough; inconclusive = no clear call, values can overlap the other calls; also: strong numbers were not always called active
ERp5 block = blocks human ERp5 reductase activity on insulin. Q15084. ERp5 insulin aggregation, absorbance 650 nm, 90 min. inhibition, % at 9.99 µM. 350,000 tested, 0.05% active. AID 651711;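 active = mean replicate inhibition above about 25%, with every replicate also reaching it, limit read from the data, passing the limit was not always enough; inconclusive = only one of those two criteria met; inactive = neither criterion met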
Statin myotox sup = suppressors of simvastatin-induced myotoxicity in C2C12 myotubes. ATP luminescence, 48 h; scaled: DMSO 0, geranylgeraniol control 100. rescue of ATP level, % at 7.49 µM. 330,000 tested, 0.78% active. AID 602340;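 active = mean ATP rescue above about 67%, or every replicate alone reaching that limit, limit read from the data, passing the limit was not always enough; inconclusive = no clear call, values can overlap the other calls; inactive = mean under the limit and some replicate under it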;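 also: myotubes were challenged with 10 µM simvastatin during compound exposure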
SIRT5 inh = blocks human SIRT5 desuccinylation of peptide; Purified SirT5, succinyl-peptide AMC, trypsin-coupled fluorescence; inhibition, % at 15 µM; 330,000 tested, 1.1% active; AID 652115; in the data active = inhibition above about 15%; inconclusive = no clear call, values can overlap the other calls
Target sequence (Q9NXA8 whole entry, looked up): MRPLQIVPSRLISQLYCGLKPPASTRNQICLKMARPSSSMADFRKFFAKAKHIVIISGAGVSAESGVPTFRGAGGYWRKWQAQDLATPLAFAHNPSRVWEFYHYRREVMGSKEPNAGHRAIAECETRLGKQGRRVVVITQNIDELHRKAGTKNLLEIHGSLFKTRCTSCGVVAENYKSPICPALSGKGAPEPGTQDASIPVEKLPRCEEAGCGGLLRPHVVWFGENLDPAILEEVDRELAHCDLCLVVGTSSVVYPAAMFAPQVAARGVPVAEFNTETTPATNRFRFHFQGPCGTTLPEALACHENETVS
E-sel inducer = E-selectin induction on HUVECs. 260,000 tested, 0.37% active. P16581. HUVEC E-selectin immunofluorescence imaging; normalized: neutral wells 0, TNF-alpha wells 100. activation, % at 7.58 µM;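 active = mean E-selectin-positive cell signal at least 10% of the positive control, reached in at least 60% of replicates, without over 20% cell loss; inconclusive = no rule given, readout overlaps actives, possibly toxicity-flagged; inactive = the rest, including those meeting only one limit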;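 also: in these data hits start at about 27%; measured in HUVEC primary endothelial cells; signal is the percent of cells scored E-selectin positive by PE staining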
Target sequence (P16581 whole entry, looked up): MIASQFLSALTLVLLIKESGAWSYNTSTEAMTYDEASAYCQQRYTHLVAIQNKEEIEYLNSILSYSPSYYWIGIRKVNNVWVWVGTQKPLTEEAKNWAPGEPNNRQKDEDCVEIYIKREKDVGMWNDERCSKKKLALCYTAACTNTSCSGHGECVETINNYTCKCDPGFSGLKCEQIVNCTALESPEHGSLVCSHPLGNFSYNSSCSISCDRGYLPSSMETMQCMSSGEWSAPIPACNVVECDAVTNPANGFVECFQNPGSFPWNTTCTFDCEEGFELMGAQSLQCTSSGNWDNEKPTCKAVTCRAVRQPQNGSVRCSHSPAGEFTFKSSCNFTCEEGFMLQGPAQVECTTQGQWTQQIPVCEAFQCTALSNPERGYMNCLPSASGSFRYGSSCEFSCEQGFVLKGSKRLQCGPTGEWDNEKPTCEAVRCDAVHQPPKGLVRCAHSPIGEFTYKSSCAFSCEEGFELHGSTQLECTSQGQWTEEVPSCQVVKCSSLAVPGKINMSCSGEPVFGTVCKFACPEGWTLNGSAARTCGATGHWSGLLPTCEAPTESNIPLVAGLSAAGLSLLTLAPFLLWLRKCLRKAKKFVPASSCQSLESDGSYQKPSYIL
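Assay system: HUVEC primary endothelial cells. Input: 3,000 HUVEC seeded per well. Doses: one compound dose added by pin transfer. Read-out basis: % PE-positive cells. Benchmarks: TNF-alpha high, DMSO low. Detection: immunofluorescence imaging. Buffer or medium: EGM-2, gelatin.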
* hit, by the source's call; ? = inconclusive; nt = not tested or not shown; & = joins results of further samples; ! = not active in a repeat. The list is partial; count on the stated rates, not on these rows.

SMILES,DENV2 CPE rescue,S100A4 inh HTS,PglD DTNB,ERp5 block,Statin myotox sup,SIRT5 inh,E-sel inducer
O=C(C[C@H]1C[C@H]2c3cc(NS(=O)(=O)c4ccccc4)ccc3O[C@H]2[C@@H](CO)O1)N1CCOCC1,0,-2,2,0,0,-1,0.0
COc1cccc(NC(=O)CN2CCCCCC2)c1,4,-6,-5,1,10,0,nt
Cc1ccccc1NC(=O)Nc1nc(CN)cs1,3,-8,-4,21,11,-1,0.0
CCN(CC)CC(O)Cn1c(-c2cccc(Cl)c2)nc2cc(C)c(C)cc21 (centres undefined),-3,-3,nt,-3,nt,-2,nt
Cc1ccc(N)c([N+](=O)[O-])c1,-5,-1,-1,-3,10,nt,nt
Cn1nc(C(C)(C)C)cc1C(=O)NCc1ccc2c(c1)OCO2,-10,-8,0,-10,0,-2,-0.7
COc1cccc(C2=NOC(C(=O)N3CCc4ccccc4C3)C2)c1 (centres undefined),-1,3,3,0,1,-3,0.1
O=C(CC[C@H]1O[C@@H](n2ccc(=O)[nH]c2=O)[C@H](O)[C@@H]1O)NCc1cccc2ccccc12,-5,-5,8,6,-1,0,1.4
COc1cccc(S(=O)(=O)N[C@H]2CC[C@H](CC(=O)NCc3ccncc3)O[C@@H]2CO)c1,16,-6,0,-4,1,-1,-0.3
C[C@H]1CN([C@@H](C)CO)S(=O)(=O)c2ccc(C#CCC3CCCC3)cc2O[C@H]1CN(C)C(=O)CC1CC1,-8,3,1,-4,29,10,0.2
c1cn2cc(-c3ccc(CN4CCOCC4)cc3)ccc2n1,-17,5,0,-1,-2,nt,0.0
Cc1ccc(NC(=O)CN(C)C(=O)CCC(=O)N2CCOCC2)cc1,7,-6,nt,-5,1,0,0.9
N#CCCN(C(=S)NC(=O)C1CCCCC1)c1ccccc1F,-5,-4,-2,1,-1,-9,-0.3
COC(=O)CCC(=O)OC1(C)C(=O)C=C2C=C(C3CC3)N(CCc3ccccn3)C=C2C1=O (centres undefined),3,-13,-2,0,5,-2,-0.1
Cc1cccc(OCC(=O)Nc2ccccc2N2CCN(C)CC2)c1,-2,0,-3,9,1,-3,nt
CCOC(=O)C1=C(C)Nc2nc(C)nn2C1c1ccc(OC)c(OC)c1 (centres undefined),-4,-3,1,-4,12,nt,-0.2
O=C(N[C@@H]1CC[C@H](CCNS(=O)(=O)c2cccc(Cl)c2)O[C@@H]1CO)c1ccncc1,5,10,2,3,-12,4,-0.3
COc1cccc(CNC(=S)Nc2cc(C)ccc2C)c1,1,5,-3,-4,-6,0,-1.4
CCCC#Cc1cnc2c(c1)C(=O)N([C@@H](C)CO)C[C@@H](C)[C@H](CN(C)C)O2,2,32,-3,-4,7,1,-0.5
CCCCCCCC(=O)OC(CN1CCCCCC1)CN1CCCC1=O (centres undefined),-2,-5,nt,4,nt,0,0.5
CCS(=O)(=O)C1=NSC2=NC(=O)/C(=C\c3cc(C)n(-c4cccc(OC)c4)c3C)C(=N)N21,-1,-3,nt,-4,nt,-1,nt
CCOC(=O)N1CCN(c2cc(=O)n(-c3ccccc3Cl)c(=O)[nH]2)CC1,6,4,1,-8,-1,2,-0.4
CN(CCN1CCOCC1)C(=O)CC1C(=O)NCCN1Cc1ccccc1F (centres undefined),-3,-1,-5,-4,-3,-1,-0.2
CCNC(=O)C[C@H]1CC[C@H]2[C@H](COc3ccc(NC(=O)Nc4ccc(Cl)cc4)cc3C(=O)N2C)O1,5,-5,2,2,16,-1,0.3
COc1ccccc1N(CC(=O)NCC1CCCO1)C(=O)CNS(=O)(=O)c1ccccc1 (centres undefined),nt,-6,2,-5,nt,2,-0.1
CCC(=O)N1CC2(CCN(Cc3ccccc3Cl)CC2)c2c([nH]c3cc(OC)ccc23)[C@H]1CO,-1,14,nt,3,nt,5,-0.1
O=C(CNc1cccc(S(=O)(=O)N2CCCC2)c1)Nc1cccc(F)c1,12,5,-1,-1,0,3,1.0
Cc1ccc(C(=O)/C=C\NCc2ccccc2)cc1,5,-8,nt,0,nt,4,-0.1
CCCCC(CC)COC(=O)CCCCC(=O)OCC(CC)CCCC (centres undefined),-10,3,-2,1,3,nt,nt
C=CCNc1nc(Nc2ccc([N+](=O)[O-])cc2)nc(OCC)n1,-1,-1,nt,-3,nt,5,-2.5
CCNC(=O)Nc1ccc2c(c1)C(=O)N(C)[C@H]1CC[C@@H](CC(=O)NCc3ccccc3F)O[C@H]1CO2,-4,7,0,-3,-3,-3,0.3
Cn1c(=O)c2c(O)c([N+](=O)[O-])c(=O)n(C)c2n(C)c1=O,-2,3,3,1,-1,-3,nt
Cc1ccc2[nH]c(=O)c(CN(C(=O)c3cccs3)c3ccccc3)cc2c1,20,2,3,2,nt,-1,-1.7
O=C(NCC1CCCN1S(=O)(=O)c1cccs1)c1cccc([N+](=O)[O-])c1 (centres undefined),-5,11,3,17,-1,-5,3.2
COc1ccccc1C1CC(c2ccc(NS(C)(=O)=O)cc2)=NN1S(=O)(=O)c1ccccc1 (centres undefined),?,-9,-3,10,-18,-1,nt
Cc1ccc(CNC(=O)C2CCC(=O)N(CCc3cccc(F)c3)C2)cc1 (centres undefined),11,-2,0,-1,1,1,nt
C[C@H]1CN([C@@H](C)CO)C(=O)c2cccc(NS(=O)(=O)c3cn(C)cn3)c2O[C@H]1CN(C)Cc1ccc(-c2ccccc2)cc1,7,1,1,2,-6,-3,-0.3
COc1c(C)cc(C(O)c2ncc(-c3ccccc3F)[nH]2)cc1C (centres undefined),14,-4,4,3,1,nt,0.2
CCCCn1nnnc1C1(C)CCC(=O)N1Cc1cccc(F)c1 (centres undefined),14,-1,nt,0,nt,nt,-0.1
CCC(CO)Oc1cc(NCc2ccccn2)c2ncn(C(C)C)c2c1 (centres undefined),-12,-2,8,-2,-47,nt,0.0
CC(C)CC#Cc1cnc2c(c1)C(=O)N([C@H](C)CO)C[C@@H](C)[C@H](CN(C)Cc1ccccn1)O2,11,-5,-2,-1,43,-2,0.1
CC(=O)c1ccc(-c2nnc(CCC(=O)N(C)Cc3cccc4cnccc34)o2)s1,-1,1,nt,1,nt,-2,0.1
C[C@H](CO)N1C[C@H](C)[C@H](CN(C)S(=O)(=O)c2ccc(Cl)cc2)Oc2ccc(NC(=O)Cc3ccccc3)cc2CC1=O,-9,3,1,7,9,1,34
C[C@H](CO)N1C[C@H](C)[C@@H](CN(C)Cc2ccc(-c3ccccc3)cc2)Oc2ncc(C#C[C@@H](C)O)cc2C1=O,-3&6&5,-3&4&0,13&-2,1&0,-4&-19&-15,17*!,0.5&-0.6
C[C@H](CO)N1C[C@H](C)[C@H](CN(C)C(=O)Nc2ccccc2)Oc2ccc(NC(=O)c3ccncc3)cc2CC1=O,9,2,-3,6,-9,-1,0.1
Cc1ccc(CNS(=O)(=O)c2ccc(Cl)s2)cc1,11,-39,-2,-3,-1,nt,-0.1
CC(=O)N(C)c1ccc(NC(=O)N2CCOCC2)cc1,-1,-3,-4,1,0,-1,0.2
COc1ccc2c3c([nH]c2c1)[C@@H](CO)N(C(C)=O)CC31CN(C(=O)c2ccc3c(c2)OCO3)C1,-2,2,nt,8,nt,0,0.4
COCCNS(=O)(=O)c1ccc(-c2ccc(C)cc2)cc1,-15,-6,-5,-6,-16,-1,nt
O=C(C[C@H]1C[C@@H]2c3cc(NC(=O)NC4CCCC4)ccc3O[C@@H]2[C@@H](CO)O1)NCc1cccnc1,-9,-2,nt,-2,nt,-2,0.2
Cc1c(C(=O)NNC(=O)c2cccnc2)cccc1[N+](=O)[O-],-3,4,-2,nt,-5,-7,2.0
COC(=O)CCC(=O)Nc1cccc([N+](=O)[O-])c1,-3,-3,nt,1,nt,1,0.4
CCCOc1ccc(C(=O)Nc2ccc(S(=O)(=O)N3C[C@@H]4C[C@@H](C3)c3cccc(=O)n3C4)cc2)cc1,31*,-4,-2,-1,-33,nt,nt
COc1ccc(NC(=O)Nc2ccc3c(c2)C(=O)N([C@H](C)CO)C[C@H](C)[C@@H](CN(C)Cc2ccccc2)OCCCC[C@@H](C)O3)cc1,-2,2,3,-4,nt,2,0.0
CCc1ccc(S(=O)(=O)Nc2ccc(-c3ccc4nncn4n3)cc2)s1,5,-3,-3,-3,2,-3,nt
Cc1cccc2sc(N(CCCN(C)C)C(=O)c3ccc(C(=O)c4ccccc4)cc3)nc12,1,0,-3,5,22,-6,nt
CCCNC(=O)C[C@@H]1CC[C@@H]2[C@H](COC[C@H](O)CN2C(=O)Nc2ccccc2OC)O1,3,-72,-1,0,-10,1,-0.2
CN(C)S(=O)(=O)N1CCC(CO)(Cc2cccc(C(F)(F)F)c2)CC1,0,-4,nt,-2,nt,1,nt
O=C(NC(n1ccc(=O)[nH]c1=O)C(Cl)(Cl)Cl)C12CC3CC(CC(C3)C1)C2 (centres undefined),-5,3,7,4,nt,-3,nt
Cc1ccc(C)c(CSCC(=O)NCc2cccs2)c1,-3,-1,nt,4,nt,nt,nt

Whole records from above:
O=C(NC(n1ccc(=O)[nH]c1=O)C(Cl)(Cl)Cl)C12CC3CC(CC(C3)C1)C2 (centres undefined) reads DENV2 CPE rescue = -5; S100A4 inh HTS = 3; PglD DTNB = 7; ERp5 block = 4; Statin myotox sup = nt; SIRT5 inh = -3; E-sel inducer = nt
CCc1ccc(S(=O)(=O)Nc2ccc(-c3ccc4nncn4n3)cc2)s1 reads DENV2 CPE rescue = 5; S100A4 inh HTS = -3; PglD DTNB = -3; ERp5 block = -3; Statin myotox sup = 2; SIRT5 inh = -3; E-sel inducer = nt

More structures follow:
SMILES,DENV2 CPE rescue,S100A4 inh HTS,PglD DTNB,ERp5 block,Statin myotox sup,SIRT5 inh,E-sel inducer
CC(=O)Nc1ccc2c(c1)C(=Nc1cccc(C)c1)c1ccccc1-2,-4,0,nt,12,-2,-4,-1.0
COc1cc(C(CC(=O)N2CCCC2)c2c(OC)cc(OC)c3c(-c4ccccc4)cc(=O)oc23)cc(OC)c1OC (centres undefined),?,-7,1,3,-9,nt,-0.2
OC(c1ccccc1)(c1ccccc1)C1CCN(CCCOc2ccccc2Cl)CC1,5,-13,nt,7,nt,0,-0.3
Cn1cc(CCC(=O)N2CCCC(C(=O)c3cccc4ccccc34)C2)cn1 (centres undefined),1,-6,-3,-4,0,-1,nt
COc1ccc(-c2cc3c(c4c2ccn4C)C2CCC3C2)cc1OC (centres undefined),-1,-2,5,4,-7,nt,-0.1
C[C@@H]1CN([C@H](C)CO)C(=O)Cc2cc(NC(=O)NC3CCCCC3)ccc2O[C@@H]1CN(C)Cc1ccc2c(c1)OCO2,-2,2,-8,-4,-4,4,-5.0
O=c1c(-c2n[nH]c(=S)o2)cccn1Cc1ccccc1,0,-3,nt,-1,nt,-2,-0.1
CC(NC(=O)COC(=O)C12CC3CC(CC(O)(C3)C1)C2)c1ccccc1 (centres undefined),10,-1,nt,-5,nt,nt,-0.2
Cc1ccc(NC(=O)CN2C(=O)NC3(CCc4ccccc43)C2=O)cc1 (centres undefined),1,-8,-2,-3,nt,-6,0.0
CCCCC1Cc2[nH]c(=S)[nH]c(=O)c2C(c2ccc(C(C)C)cc2)O1 (centres undefined),2,-9,nt,-1,nt,-5,5.7
COc1cccc(CNC(=O)C[C@H]2CC[C@@H](NC(=O)C3CCOCC3)[C@@H](CO)O2)c1,2,-20,4,-1,-1,-8,0.0
Cc1ccc(C(=O)Cc2nnc(C)s2)cc1,nt,nt,5,nt,0,nt,0.1
